Screening data from PubChem.
EBNA-1 inh: blocks EBNA-1 binding to DNA. inhibition, % at 14.8 µM. EBNA-1 DNA binding, fluorescence polarization. hit rate 0.34% among 300,000; in the data active = inhibition above about 28%
PAFAH1B3 inh: blocks human PAF acetylhydrolase 1B catalytic subunit 3 | hit rate 0.28% among 340,000 | inhibition, % at 3.39 µM | recombinant PAFAH1B3, FP-rhodamine probe, fluorescence polarization | AID 492972 | Q15102;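 active = inhibition above the screen-wide average of all tested compounds plus 3 SD, cut at about 25% in these data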;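 note: 0% = enzyme with DMSO only and 100% = wells lacking PAFAH1B3 protein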
Target sequence (Q15102 whole entry, looked up): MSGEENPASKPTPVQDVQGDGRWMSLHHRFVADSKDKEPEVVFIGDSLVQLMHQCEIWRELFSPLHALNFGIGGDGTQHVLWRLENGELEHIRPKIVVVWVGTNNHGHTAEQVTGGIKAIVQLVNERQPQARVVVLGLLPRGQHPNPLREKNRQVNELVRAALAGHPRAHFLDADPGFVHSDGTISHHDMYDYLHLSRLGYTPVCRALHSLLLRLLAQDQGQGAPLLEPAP
PAFAH1B2 FP inh: blocks human PAF acetylhydrolase 1b catalytic subunit 2; inhibition, % at 3.39 µM; P68402; recombinant PAFAH1B2, FP-rhodamine activity probe, fluorescence polarization; hit rate 1.2% among 340,000;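 active = inhibition above the mean of all tested compounds plus 3 SD, cut at about 24% in these data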;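 note: 0% = enzyme with DMSO and 100% = wells lacking PAFAH1B2; many of its hits are not listed in these tables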
Target sequence (P68402 whole entry, looked up): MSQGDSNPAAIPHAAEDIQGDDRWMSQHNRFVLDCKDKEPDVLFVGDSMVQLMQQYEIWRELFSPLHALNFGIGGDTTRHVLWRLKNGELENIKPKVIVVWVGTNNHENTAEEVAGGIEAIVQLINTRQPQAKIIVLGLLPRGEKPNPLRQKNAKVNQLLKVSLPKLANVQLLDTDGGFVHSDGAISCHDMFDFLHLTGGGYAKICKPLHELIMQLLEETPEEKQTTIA
ZTA counter: blocks Epstein-Barr virus ZTA, an EBNA-1 counter-screen; P03206; ZTA-DNA binding, fluorescence polarization; inhibition, % at 11 µM; hit rate 0.15% among 320,000; in the data active = inhibition above about 33%
pPAFAH inh: inhibitors of human plasma PAF acetylhydrolase (pPAFAH). recombinant pPAFAH, FP-rhodamine probe fluorescence polarization. inhibition, % at 3.39 µM. hit rate 1.5% among 330,000;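 active = inhibition above the mean inhibition across the screen plus 3 SD, cut at about 25% in these data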;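 note: inhibitors block binding of the rhodamine activity-based probe so polarization drops; 0% = enzyme with DMSO and 100% = wells lacking pPAFAH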
LYPLA2 counter: counter-screen for PME1 inhibitors: inhibitors of human LYPLA2. O95372. recombinant LYPLA2, FP-Rh probe fluorescence polarization. inhibition, % at 5.9 µM. hit rate 0.38% among 320,000. AID 2177;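 active = inhibition above the screen-wide mean plus 3 SD, limit set per campaign, cut at about 26% in these data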;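 note: 0% = LYPLA2 with DMSO and 100% = wells lacking LYPLA2 enzyme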
Target sequence (O95372 whole entry, looked up): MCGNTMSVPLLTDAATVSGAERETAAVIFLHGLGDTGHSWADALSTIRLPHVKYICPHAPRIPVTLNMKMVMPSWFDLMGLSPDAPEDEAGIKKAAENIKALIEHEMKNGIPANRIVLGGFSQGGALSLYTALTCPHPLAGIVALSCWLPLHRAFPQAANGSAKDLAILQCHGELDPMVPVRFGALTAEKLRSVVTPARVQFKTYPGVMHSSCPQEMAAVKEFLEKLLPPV
PAFAH2 inh: PAFAH2 (human) inhibition; Q99487; recombinant PAFAH2, FP-rhodamine activity probe, fluorescence polarization; inhibition, % at 3.39 µM; hit rate 0.99% among 340,000; AID 492956;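 active = inhibition above the mean over all tested compounds plus 3 SD, cut at about 30% in these data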;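 note: inhibitors block probe labeling of enzyme so polarization drops; 0% = enzyme with DMSO and 100% = wells lacking PAFAH2 protein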
PREPL inhibitor: inhibitors of human prolyl oligopeptidase-like enzyme PREPL; Q4J6C6; recombinant PREPL, fluorescence polarization activity-based probe; inhibition, % at 5.96 µM; hit rate 0.68% among 320,000; in the data active = inhibition above about 43%;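 note: 0% = enzyme with DMSO and 100% = wells lacking enzyme; many of its hits are not listed in these tables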
LYPLA1 counter: blocks human lysophospholipase 1, a PME1 counter-screen; O75608; recombinant LYPLA1, FP-Rh probe fluorescence polarization; inhibition, % at 5.9 µM; hit rate 0.16% among 320,000; AID 2174;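 active = inhibition above the mean of all tested compounds plus 3 SD, set per campaign, cut at about 14% in these data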;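 note: inhibitors block serine hydrolase probe labeling of LYPLA1 so polarization falls; 0% = enzyme with DMSO and 100% = wells lacking LYPLA1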
Target sequence (O75608 whole entry, looked up): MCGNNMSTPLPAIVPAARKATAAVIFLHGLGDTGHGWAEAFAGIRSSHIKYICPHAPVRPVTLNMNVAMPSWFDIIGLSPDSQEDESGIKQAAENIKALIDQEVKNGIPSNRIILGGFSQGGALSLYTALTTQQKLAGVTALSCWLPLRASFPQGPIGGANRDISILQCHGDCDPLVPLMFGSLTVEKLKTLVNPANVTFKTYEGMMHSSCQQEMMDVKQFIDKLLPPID
* hit, by the source's call; x = not tested or not shown.

SMILES	EBNA-1 inh	PAFAH1B3 inh	PAFAH1B2 FP inh	ZTA counter	pPAFAH inh	LYPLA2 counter	PAFAH2 inh	PREPL inhibitor	LYPLA1 counter
CCN(C(=O)COC(=O)CCC(=O)c1cccs1)C1CCCCC1	x	2	5	x	3	x	1	4	x
COc1ccc(Cl)cc1-c1nc(SCC(=O)NC(C)C(C)C)n[nH]1 (stereo unspecified)	7	9	-1	-20	2	6	5	19	2
COc1ccc(N(CC(=O)NCCc2ccc(C)cc2)S(=O)(=O)c2c(C)noc2C)cc1	11	-1	8	6	4	-1	5	-64	-1
Cc1ccc(Cn2cnc3ccccc32)cc1C	7	4	8	-1	3	4	-4	-3	-1
COc1cc2nc(CC(C)C)n(NC(=O)c3ccccc3)c(=O)c2cc1OC	-7	-4	0	1	-1	4	-4	-3	0
Cc1cc(Cl)ccc1C(=O)C1CCCN(C(=O)c2ccsc2)C1 (stereo unspecified)	11	7	5	4	5	1	1	4	-2
COc1ccc(CCNC(=O)CSc2nnc3ccc(-c4ccncc4)nn23)cc1	3	-3	1	20	2	-4	-4	-5	4
CCOC(=O)c1sc(Nc2nc3c(OC)cccc3s2)nc1C	-7	8	0	-13	30*	8	8	14	2
COc1ccc(/C=C(\C#N)C(=O)Nc2cc(S(=O)(=O)N3CCOCC3)ccc2N2CCCC2)cc1	-3	5	-1	0	1	3	2	1	-1
CCC(=O)Nc1c(C)nn(C(=O)CC)c1C	-2	4	-2	-19	-10	-5	7	6	0

In the list so far, 2 contain a Cl atom:
SMILES	EBNA-1 inh	PAFAH1B3 inh	PAFAH1B2 FP inh	ZTA counter	pPAFAH inh	LYPLA2 counter	PAFAH2 inh	PREPL inhibitor	LYPLA1 counter
COc1ccc(Cl)cc1-c1nc(SCC(=O)NC(C)C(C)C)n[nH]1 (stereo unspecified)	7	9	-1	-20	2	6	5	19	2
Cc1cc(Cl)ccc1C(=O)C1CCCN(C(=O)c2ccsc2)C1 (stereo unspecified)	11	7	5	4	5	1	1	4	-2

Next section.
SMILES	EBNA-1 inh	PAFAH1B3 inh	PAFAH1B2 FP inh	ZTA counter	pPAFAH inh	LYPLA2 counter	PAFAH2 inh	PREPL inhibitor	LYPLA1 counter
O=C1CCC(=O)N1N1C(=O)C2C3c4ccccc4C(c4ccccc43)C2C1=O (stereo unspecified)	-7	4	3	11	-7	-6	1	0	-1
Cc1cc(C)n2c(Nc3ccc4c(c3)OCCO4)c(-c3ccc(C)o3)nc2n1	6	-4	0	0	5	1	-2	-11	3
O=C(NC(=S)Nc1nc(-c2ccccc2)cs1)c1ccco1	0	5	-3	-22	3	-4	-6	12	-5
Cn1c(=O)c([N+](=O)[O-])c(N2CCN(Cc3ccc4c(c3)OCO4)CC2)c2ccccc21	3	-1	13	9	5	0	16	21	-4
CSCCC(NC(=O)c1cc([N+](=O)[O-])ccc1Cl)C(=O)O (stereo unspecified)	7	4	1	4	0	-10	-1	2	-7
Cc1oc2cc(O)ccc2c(=O)c1Oc1ccc2ccccc2c1	4	-5	0	13	0	1	3	-8	-2
O=C(NCCCn1ccnc1)C(=O)NCC1OCCCN1S(=O)(=O)c1ccc(F)cc1 (stereo unspecified)	-8	-5	2	-10	-5	1	6	-5	-1
CCOc1ccc(C(=O)NCc2ccccc2)cc1Br	2	8	0	-1	-1	-4	-2	-4	-1
O=C(O)CC/C(=N/NC(=O)CNC(=O)C(c1ccccc1)c1ccccc1)c1ccccc1	4	-3	7	11	-2	-2	-2	-5	0
O=C(COc1ccccc1Cl)NCCCNC(=O)c1ccncc1	-7	2	0	-6	0	0	-11	-10	-3
CCc1c(C)sc(NC(=O)c2ccc(Br)o2)c1C(=O)OC	-9	-1	3	-6	-1	0	-6	-3	-4
COc1ccc2[nH]c(O)c(N=NC(=N)N)c2c1	3	-3	1	-3	-2	-10	2	13	-6
CCc1ccc[n+](-c2[nH]c(=O)sc2/C=N/N=C(\N)[O-])c1	-7	12	5	-16	3	2	1	2	-2
COc1cccc(NC(=O)CCC(=O)Nc2cccc(OC)c2)c1	9	2	6	-9	2	-5	0	-8	-2
CCOc1ccc(C(=O)NCC(=O)OCC(=O)Nc2ccc(C)c(S(=O)(=O)N(C)C)c2)cc1	-2	-3	-3	4	7	-1	-7	7	0
COCCn1c(SCC(=O)Nc2ncc(Cl)c(C)c2Cl)nc2ccccc21	-13	-5	-5	-2	3	-3	1	12	-1
S=c1[nH]nc2n1CCCN2	-5	5	-2	5	2	-3	1	-4	-1
CCOC(=O)N1CCN(C(=O)CCc2c(C)nc3nc(C)nn3c2C)CC1	-1	7	-2	1	2	-1	-1	-1	0
CCC1CCCCN1C(=O)CSc1nnc(-c2ccc(Cl)cc2)o1 (stereo unspecified)	2	10	12	-10	2	1	6	0	3
O=C(CN1C(=O)c2ccccc2S1(=O)=O)NCc1cccnc1	-5	-3	1	18	-1	-3	-3	6	-3
Cc1c(Cl)cccc1NC(=O)Cc1cccs1	-4	9	4	-18	0	3	6	1	-1
COC(=O)c1sccc1NC(=O)C1CC(C)=C(C)CC1C(=O)O (stereo unspecified)	-2	6	5	7	-2	4	-3	9	1
COCCCNC(=S)N(Cc1ccccc1)Cc1nc2ccccc2c(=O)[nH]1	-8	-5	0	3	8	-2	-2	-9	-2
Cn1c(-c2ccccc2O)cc2ccccc21	10	6	2	-9	-3	7	13	-18	0
CC(C)c1ccc(CNCc2ccccc2)cc1	-5	7	3	-2	2	-5	0	7	2
Cc1ccc(NC(=O)CN(C)S(=O)(=O)c2cccs2)c(Br)c1	5	7	1	2	3	4	2	-2	1
CNC(=O)N(O)C1N(c2ccccc2)C(=S)SC1(C)C (stereo unspecified)	1	4	1	-7	-4	-3	1	16	6
O=C(CN1C(=O)S/C(=C\C=C\c2ccccc2)C1=O)N1CCOCC1	7	x	x	10	2	-2	x	4	-3
CCCCc1c(C)nc2ccc(OC)cc2c1SCCC(=O)O	8	1	2	0	2	3	-5	7	-1
COc1ccc(OC)c(C2=NS(=O)(=O)N(C)C(C(=O)NCc3cccs3)=C2)c1	-10	6	3	-12	6	11	5	15	-2
COC(=O)COc1ccc2cc(-c3ccccc3)c(=O)oc2c1	-2	5	3	8	5	3	-4	-4	-2
COc1ccc(NC(=O)c2cc(S(=O)(=O)N3CCCCC3)c[nH]2)cc1Cl	5	-4	0	-7	5	-18	-7	-8	-11
O=C(Cn1nnc(-c2ccccc2Cl)n1)N/N=C/c1ccc(-c2cccc(Cl)c2)o1	0	-8	-4	-10	-1	7	-14	17	0
COCCNC(=O)C1Nc2ccc(C(F)(F)F)cc2C2C=CCC12 (stereo unspecified)	3	14	8	0	11	0	5	1	1
CC1CC2(CCCCC2)Nc2c1ccc1ccccc21 (stereo unspecified)	-5	3	3	-2	6	-3	6	-7	-2
OCCNc1nc(Nc2ccccc2Cl)nc(N2CCCC2)n1	4	14	8	2	4	5	3	-2	2
COc1ccc(CONc2ncnc3nonc23)cc1[N+](=O)[O-]	1	6	5	11	4	7	0	1	0
NC(=O)COC(=O)c1cc(=O)[nH]c2ccc(S(=O)(=O)Nc3ccc(F)cc3)cc12	-5	4	8	-16	10	1	-4	-8	1
O=C(c1cc(-c2ccccc2O)on1)N1CCOCC1	-4	8	-1	0	6	-4	-3	-1	-3
CC(C)(C)c1cc(OC(=O)C2CCCC2)ccc1O	3	13	92*	14	-3	5	4	21	-2
COc1ccc(-c2cc(C(=O)Nc3ccc(C)c(N)c3)c3ccccc3n2)cc1	-12	8	0	-15	10	2	-4	-8	-3
CCN(CC(=O)NCc1ccc(F)cc1)Cc1nc2cc(Cl)ccc2c(=O)[nH]1	-2	9	5	9	0	2	8	0	3
COc1cc(OC)cc(C(=O)N[C@H](C(=O)OCC(=O)Nc2ccc(C)cc2C)C(C)C)c1	3	3	1	-1	-2	6	-4	-5	-2
COc1ccc(S(=O)(=O)Nc2nc3c(s2)CCCC3)cc1	3	5	3	-3	-1	-7	3	-1	-1
O=C(c1ccc(Cl)cc1)N1CCCC(C(=O)N2CCN(c3ccccc3)CC2)C1 (stereo unspecified)	2	x	x	0	2	-2	x	16	0
Cn1c(/C(C#N)=C(\O)CN2CCN(Cc3ccccc3)CC2)nc2ccccc21	8	5	3	12	4	0	5	17	0
CCOc1ccccc1C(=O)Nc1cccc2ccccc12	6	1	2	18	0	-1	-4	-1	1
COc1ccccc1N(CC(=O)NCC1CCCO1)C(=O)CNS(=O)(=O)c1ccc(C)cc1 (stereo unspecified)	-7	8	6	-8	2	-2	-3	8	-5
O=C(O)C1Cc2c([nH]c3ccccc23)C(c2ccc3c(c2)OCO3)N1 (stereo unspecified)	1	-2	-1	18	7	4	4	19	3
CC1C(=O)N2CCCc3cc(NS(=O)(=O)c4ccc(F)cc4)cc1c32 (stereo unspecified)	10	9	-3	-6	7	2	0	18	2

Other compounds:
SMILES	EBNA-1 inh	PAFAH1B3 inh	PAFAH1B2 FP inh	ZTA counter	pPAFAH inh	LYPLA2 counter	PAFAH2 inh	PREPL inhibitor	LYPLA1 counter
Cc1nn(-c2ccccc2)c(Cl)c1C(=O)NCC(C)C	-5	-7	-2	-16	6	10	-1	5	3
Cn1c(=O)c2c(nc3sccn32)n(C)c1=O	0	2	-2	-8	8	10	6	1	1
Cc1cc(OCC(=O)Nc2ccc(CN3CCCCC3)cc2)ccc1Cl	-19	x	x	0	-6	1	x	33	-2
COc1ccc(NS(=O)(=O)c2cccc(N3CC(O)=C(c4ccccc4)C3=N)c2)cc1	4	0	7	5	1	-2	10	1	-1
COc1ccccc1NC(=S)N1C2CCC1CC(NC(=O)NC13CC4CC(CC(C4)C1)C3)C2 (stereo unspecified)	-11	7	4	-4	1	-4	4	15	-2
CCOC(=O)N1CCN(C(=O)CCn2nc(-c3ccc(Cl)cc3)ccc2=O)CC1	-6	6	0	-8	-1	-5	-5	-4	-6
CC(C)c1ccccc1-n1cc[nH]c1=S	-8	9	-1	11	-2	2	-5	-13	5
O=C(C1=C[C@H](c2ccccc2)C[C@H](OCc2ccc(CO)cc2)O1)N1CCN(Cc2ccc3c(c2)OCO3)CC1	18	2	8	-3	3	1	-2	22	-1
COCCn1c(SCC(=O)N2CCC(C)CC2)nc2c(c1=O)SCC2	-1	2	8	2	-1	1	5	1	0
Cc1ccccc1S(=O)(=O)Nc1cccnc1	6	5	5	4	2	-2	-6	-2	0
COc1ccc(C2CC(=O)N(CC(=O)NCC3CCCO3)c3ccccc3S2)cc1 (stereo unspecified)	4	-1	-1	-7	3	1	-1	9	-3
Cc1cccc(NC(=O)CSc2nccn2C)c1	-6	8	4	-10	-5	0	0	13	-2
CN(C)c1nc(C(=O)OCCO)nc(N(C)C)n1	-2	8	4	-18	-1	0	-3	9	2
C=CCn1c(SCC(=O)NCCc2ccccc2)nc2c([nH]c3ccccc32)c1=O	9	6	0	-6	1	1	0	-7	-1
O=C(NC1CCCCCC1)c1cc(S(=O)(=O)N2CCOCC2)ccc1F	-7	10	10	-9	5	8	0	8	-1
CC1(C)CC2(CC(c3ccccc3)c3ccc(O)cc3O2)NC(=S)N1 (stereo unspecified)	-7	0	6	-1	-5	0	-1	7	4
CCN(CC1COc2ccccc2O1)S(=O)(=O)c1ccc(C)cc1 (stereo unspecified)	7	4	3	2	4	3	2	-31	-3
CC(C)c1ccc(OCC(=O)NCc2n[nH]c(=O)c3ccccc23)cc1	7	-4	5	5	4	-2	-5	2	-2
O=C(CSc1nc(C2CCCCC2)n(-c2ccccc2)n1)NCC(F)(F)F	1	-1	8	18	7	-10	2	2	-3
CCCCn1c(=O)n(CC(=O)Nc2ccc(OC)c(Cl)c2)c(=O)c2c1nc(CO)n2CCC	-8	6	-2	5	2	2	2	7	1

The list is partial; rates above refer to the full screens.
